# TcdB inh: TcdB glycohydrolase inhibitors, primary screen, biochemical, single point, plate reader; inhibition, % at 9.99 µM; AID 652162, 2013; Toxin B (Clostridioides difficile), P18177; TcdB glycohydrolase enzymatic assay; actives 0.24% (n = 350,000); in the data active = inhibition above about 10%
# Target sequence (P18177 whole entry, looked up): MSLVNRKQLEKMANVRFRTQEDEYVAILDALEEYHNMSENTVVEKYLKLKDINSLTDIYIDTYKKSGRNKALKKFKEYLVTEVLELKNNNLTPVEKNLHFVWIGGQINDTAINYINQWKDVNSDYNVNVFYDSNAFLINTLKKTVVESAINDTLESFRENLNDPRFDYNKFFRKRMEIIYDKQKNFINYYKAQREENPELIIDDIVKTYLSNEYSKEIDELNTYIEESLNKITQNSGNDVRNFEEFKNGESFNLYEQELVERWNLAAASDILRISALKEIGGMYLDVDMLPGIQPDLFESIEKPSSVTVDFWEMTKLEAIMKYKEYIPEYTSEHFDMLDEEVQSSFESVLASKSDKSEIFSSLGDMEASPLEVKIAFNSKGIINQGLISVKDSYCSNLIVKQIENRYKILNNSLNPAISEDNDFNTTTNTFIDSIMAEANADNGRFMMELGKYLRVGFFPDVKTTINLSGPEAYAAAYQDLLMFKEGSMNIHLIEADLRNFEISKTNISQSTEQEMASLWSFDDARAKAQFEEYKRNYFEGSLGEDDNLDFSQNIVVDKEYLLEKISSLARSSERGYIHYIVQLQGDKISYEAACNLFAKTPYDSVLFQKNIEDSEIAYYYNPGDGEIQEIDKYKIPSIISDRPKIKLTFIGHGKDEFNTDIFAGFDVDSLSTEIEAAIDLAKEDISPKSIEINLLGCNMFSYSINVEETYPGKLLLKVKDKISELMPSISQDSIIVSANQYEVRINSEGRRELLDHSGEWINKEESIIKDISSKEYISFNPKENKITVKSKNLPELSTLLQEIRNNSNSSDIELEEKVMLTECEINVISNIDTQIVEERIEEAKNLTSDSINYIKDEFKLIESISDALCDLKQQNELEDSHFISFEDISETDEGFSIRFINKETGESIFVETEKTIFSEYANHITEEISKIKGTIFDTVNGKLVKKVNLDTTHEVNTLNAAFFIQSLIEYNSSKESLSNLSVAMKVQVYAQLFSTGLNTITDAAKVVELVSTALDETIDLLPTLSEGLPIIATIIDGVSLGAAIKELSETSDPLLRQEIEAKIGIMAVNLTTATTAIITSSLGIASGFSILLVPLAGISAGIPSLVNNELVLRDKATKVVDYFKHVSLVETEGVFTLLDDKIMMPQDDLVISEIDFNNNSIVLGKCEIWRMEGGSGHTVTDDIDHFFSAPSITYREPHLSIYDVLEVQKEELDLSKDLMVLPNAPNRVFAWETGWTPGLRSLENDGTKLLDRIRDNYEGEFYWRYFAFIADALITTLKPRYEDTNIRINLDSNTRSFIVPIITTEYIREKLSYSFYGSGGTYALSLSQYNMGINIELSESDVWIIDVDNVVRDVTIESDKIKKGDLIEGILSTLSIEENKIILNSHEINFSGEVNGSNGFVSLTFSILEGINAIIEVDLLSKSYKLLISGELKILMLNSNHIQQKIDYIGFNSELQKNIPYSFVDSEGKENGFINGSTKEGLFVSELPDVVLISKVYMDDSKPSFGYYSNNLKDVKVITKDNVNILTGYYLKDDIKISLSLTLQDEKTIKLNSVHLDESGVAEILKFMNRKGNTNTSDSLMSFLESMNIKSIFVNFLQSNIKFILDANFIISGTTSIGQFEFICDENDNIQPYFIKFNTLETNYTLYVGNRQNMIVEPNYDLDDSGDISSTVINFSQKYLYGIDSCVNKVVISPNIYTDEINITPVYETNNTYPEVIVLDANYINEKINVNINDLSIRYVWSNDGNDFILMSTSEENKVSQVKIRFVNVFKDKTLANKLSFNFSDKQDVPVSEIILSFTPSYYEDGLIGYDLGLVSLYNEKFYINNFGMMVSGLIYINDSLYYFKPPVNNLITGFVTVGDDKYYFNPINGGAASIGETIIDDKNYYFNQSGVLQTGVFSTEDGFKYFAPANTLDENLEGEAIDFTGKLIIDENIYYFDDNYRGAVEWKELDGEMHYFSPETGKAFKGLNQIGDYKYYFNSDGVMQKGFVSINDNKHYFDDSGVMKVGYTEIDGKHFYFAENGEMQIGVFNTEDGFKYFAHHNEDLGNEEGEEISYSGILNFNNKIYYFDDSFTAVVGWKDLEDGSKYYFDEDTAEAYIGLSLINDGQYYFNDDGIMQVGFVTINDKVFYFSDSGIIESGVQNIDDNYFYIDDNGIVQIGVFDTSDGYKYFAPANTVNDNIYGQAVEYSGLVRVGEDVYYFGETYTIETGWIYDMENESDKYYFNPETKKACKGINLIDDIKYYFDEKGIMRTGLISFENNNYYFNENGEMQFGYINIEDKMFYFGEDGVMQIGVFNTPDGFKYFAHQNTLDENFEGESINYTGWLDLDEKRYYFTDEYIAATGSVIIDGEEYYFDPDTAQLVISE
# * = called active by the depositor.
SMILES | TcdB inh
C[C@@H]1CCCCO[C@H](CN(C)S(=O)(=O)c2ccc(F)cc2)[C@@H](C)CN([C@@H](C)CO)C(=O)c2cc(NC(=O)CCCN(C)C)ccc2O1 | 0.4
CO[C@@H]1CN(C)C(=O)c2cc(NC(=O)C3CCCC3)ccc2OC[C@@H](C)NC[C@@H]1C | 0.0
COc1ccccc1-c1ccc2c(c1)O[C@H](CN(C)S(=O)(=O)c1ccccc1)[C@H](C)CN([C@H](C)CO)S2(=O)=O | -0.5
CO[C@@H]1CN(C)C(=O)c2cc(NC(=O)NC(C)C)ccc2OC[C@@H](C)N(C(=O)CN(C)C)C[C@H]1C | 0.1
CCCN1C[C@H](C)[C@H](OC)CN(C)C(=O)c2ccc(NC(=O)c3ccccc3)cc2OC[C@@H]1C | -1.5
COc1ccc(NC(=O)N(C)C[C@@H]2Oc3ccc(NS(=O)(=O)c4ccc(F)cc4)cc3C(=O)N([C@@H](C)CO)C[C@@H]2C)cc1 | -18
COc1ccc(S(=O)(=O)N(C)C[C@@H]2Oc3c(NS(=O)(=O)c4cn(C)cn4)cccc3C(=O)N([C@H](C)CO)C[C@@H]2C)cc1 | 1.2
C[C@@H]1CN([C@H](C)CO)C(=O)c2cc(NC(=O)Cc3cn(C)c4ccccc34)ccc2O[C@@H]1CN(C)Cc1ccc(C(F)(F)F)cc1 | 0.4
CO[C@@H]1CN(C)C(=O)c2ccc(NS(C)(=O)=O)cc2OC[C@H](C)N(C(=O)C2CC2)C[C@H]1C | -0.2
C[C@@H]1CN([C@H](C)CO)C(=O)c2cc(C#CCC3CCCC3)cnc2O[C@H]1CN(C)Cc1ccccn1 | 1.3
CC(C)NC(=O)N(C)C[C@@H]1Oc2ncc(C#CC3CC3)cc2C(=O)N([C@@H](C)CO)C[C@@H]1C | -0.3
C[C@@H]1CN([C@@H](C)CO)C(=O)c2cc(NC(=O)Nc3cccc4ccccc34)ccc2O[C@@H](C)CCCCO[C@H]1CN(C)C | 0.1
COc1ccccc1CN1CC[C@@H]2[C@H](CO)Nc3ccc(C#Cc4ccccc4)cc3[C@@H]21 | 1.0
C[C@H]1CN([C@@H](C)CO)C(=O)c2c(c3ccccc3n2C)-c2ccccc2CO[C@@H]1CN(C)C(=O)c1cc(Cl)cc(Cl)c1 | -0.6
COc1ccc(S(=O)(=O)N[C@H]2C=C[C@@H](CC(=O)N3CCC(Cc4ccccc4)CC3)O[C@@H]2CO)cc1 | -0.6
O=C(C[C@H]1CC[C@H]2[C@@H](COC[C@H](O)CN2Cc2nccs2)O1)NCc1ccc(-c2ccccc2)cc1 | -1.8
CC(C)(O)C#Cc1ccc([C@H]2[C@H]3CN(C(=O)c4cccc(F)c4)CCCCN3[C@H]2CO)cc1 | 1.4
N#C[C@@H]1[C@@H](c2ccccc2C2=CCCCC2)[C@H](CO)N1C(=O)NC1CCCC1 | 1.1
C[C@@H]1CN([C@@H](C)CO)S(=O)(=O)c2ccc(/C=C/c3ccccc3)cc2O[C@H]1CN(C)C(=O)Nc1ccc(F)cc1 | -0.9
C[C@@H]1CCCCO[C@@H](CN(C)S(=O)(=O)c2ccc(Cl)cc2)[C@@H](C)CN([C@H](C)CO)C(=O)c2cc(NS(=O)(=O)c3ccc(F)cc3)ccc2O1 | 1.0
O=C(C[C@@H]1C=C[C@H](NC(=O)Nc2ccccc2F)[C@H](CO)O1)NCc1ccccc1 | -0.3
CCCNC(=O)N(C)C[C@H]1Oc2ncc(/C=C/c3ccccc3)cc2C(=O)N([C@@H](C)CO)C[C@@H]1C | -5.4
COc1ccc(S(=O)(=O)N[C@H]2CC[C@@H](CC(=O)NCCc3ccncc3)O[C@@H]2CO)cc1 | 0.1
Cc1cc(C(=O)Nc2cccc3c2O[C@H](CN(C)CC2CC2)[C@@H](C)CN([C@@H](C)CO)C3=O)n(C)n1 | 0.0
C[C@H]1CN([C@@H](C)CO)C(=O)c2cccc(NC(=O)Nc3ccc(C(F)(F)F)cc3)c2O[C@H]1CN(C)Cc1ccc(Cl)c(Cl)c1 | -0.3
C[C@H](CO)N1C[C@H](C)[C@@H](CN(C)S(=O)(=O)CC(F)(F)F)OCc2ccccc2-c2ccccc2C1=O | 0.2
CO[C@@H]1CN(C)C(=O)c2cc(NS(=O)(=O)CC(F)(F)F)ccc2OC[C@@H](C)N(C(=O)c2ccc3c(c2)OCO3)C[C@H]1C | 1.6
C[C@@H](O)C#Cc1ccc([C@H]2[C@@H](CO)N3CCCCN(C(=O)c4ccc(F)cc4)C[C@H]23)cc1 | 1.2
C[C@@H]1CN([C@H](C)CO)C(=O)c2cc(NC(=O)Nc3ccccc3)ccc2O[C@@H]1CN(C)C(=O)Nc1ccccc1 | 1.2
CCOC(=O)N(C)C[C@@H]1OCc2ccccc2-c2ccccc2C(=O)N([C@H](C)CO)C[C@H]1C | 0.0

# Shown with each value named: part of the list above
> C[C@@H](O)C#Cc1ccc([C@H]2[C@@H](CO)N3CCCCN(C(=O)c4ccc(F)cc4)C[C@H]23)cc1
  TcdB inh = 1.2
> N#C[C@@H]1[C@@H](c2ccccc2C2=CCCCC2)[C@H](CO)N1C(=O)NC1CCCC1
  TcdB inh = 1.1
> CC(C)(O)C#Cc1ccc([C@H]2[C@H]3CN(C(=O)c4cccc(F)c4)CCCCN3[C@H]2CO)cc1
  TcdB inh = 1.4
> C[C@H]1CN([C@@H](C)CO)C(=O)c2c(c3ccccc3n2C)-c2ccccc2CO[C@@H]1CN(C)C(=O)c1cc(Cl)cc(Cl)c1
  TcdB inh = -0.6

# More results
SMILES | TcdB inh
C[C@H](CO)N1C[C@H](C)[C@@H](CN(C)S(=O)(=O)c2ccc(Cl)cc2)Oc2ccc(NC(=O)NC3CCCCC3)cc2C1=O | -0.4
C[C@@H]1CN([C@H](C)CO)C(=O)c2cc(NC(=O)Nc3cccc4ccccc34)ccc2O[C@@H]1CN(C)S(=O)(=O)c1cccs1 | 0.7
COc1ccccc1-c1ccc([C@@H]2[C@@H](CO)N3CCCCN(C(=O)c4cccnc4)C[C@@H]23)cc1 | -7.8
C[C@H](CO)N1C[C@H](C)[C@H](CN(C)C(=O)Nc2ccc(C(F)(F)F)cc2)Oc2ccc(NS(C)(=O)=O)cc2CC1=O | 2.1
Cc1noc(C)c1NC(=O)Nc1ccc2c(c1)C(=O)N([C@H](C)CO)C[C@H](C)[C@H](CN(C)C(=O)Nc1cccc3ccccc13)O2 | 0.5
COC(=O)C[C@@H]1CC[C@H]2[C@H](COc3ccc(NC(=O)c4cc(C)on4)cc3C(=O)N2C)O1 | 0.1
C[C@H](CO)N1C[C@H](C)[C@@H](CN(C)Cc2ccccc2)Oc2ccc(NS(=O)(=O)c3cn(C)cn3)cc2C1=O | -0.5
C[C@H](CO)N1C[C@H](C)[C@H](CN(C)Cc2ccc(C(=O)O)cc2)OCCCC[C@H](C)Oc2ccc(NC(=O)c3ccccc3)cc2C1=O | -0.1
CCC(=O)N1[C@@H](CO)[C@@H](c2ccccc2)[C@@H]1CN(C)C(=O)c1ccccc1F | -4.0
CCCN1[C@H](C(=O)N2CCCCC2)[C@@H](CO)[C@@H]2Cn3c(cccc3=O)[C@@H]21 | 0.6
CO[C@@H]1CN(C)C(=O)c2ccc(NC(=O)c3ccc(F)cc3)cc2OC[C@H](C)N(C(C)=O)C[C@@H]1C | 0.7
C[C@H](CO)N1C[C@H](C)[C@@H](CN(C)Cc2ccccc2)Oc2c(NC(=O)NC3CCCCC3)cccc2C1=O | -0.3
C/C=C/c1ccc([C@H]2[C@H]3CN(S(=O)(=O)c4ccccc4)CCCCN3[C@H]2CO)cc1 | 0.2
CC(C)NC(=O)Nc1ccc2c(c1)C(=O)N([C@H](C)CO)C[C@H](C)[C@H](CN(C)S(C)(=O)=O)O2 | 0.9
CN1C(=O)c2cc(NC(=O)Cc3cccs3)ccc2OC[C@H]2O[C@H](CC(=O)N[C@@H]3CCN(Cc4ccccc4)C3)CC[C@H]21 | 1.7
COc1ccccc1-c1ccccc1[C@@H]1[C@@H](C#N)N(C(=O)C2CCC2)[C@H]1CO | -0.3
COCCNC(=O)C[C@H]1C[C@@H]2c3cc(NC(=O)Nc4ccc(C(F)(F)F)cc4)ccc3O[C@@H]2[C@H](CO)O1 | -0.1
O=C(Nc1ccccc1F)N[C@H]1CC[C@@H](CCNS(=O)(=O)c2ccccc2)O[C@@H]1CO | 0.1
O=C(NCC1CC1)[C@H]1[C@H](CO)[C@H]2Cn3c(ccc(-c4cccc(F)c4)c3=O)[C@H]2N1CC1CCOCC1 | -0.4
COc1cccc(NC(=O)N(C)C[C@H]2Oc3cc(-c4ccccc4F)ccc3S(=O)(=O)N([C@H](C)CO)C[C@@H]2C)c1 | -0.5
CN(C)CC#Cc1ccc([C@H]2[C@H](CO)N3CCCCN(C(=O)Nc4ccc(F)cc4)C[C@@H]23)cc1 | -0.7
O=C(C[C@H]1C=C[C@H](NC(=O)C2CC2)[C@H](CO)O1)NCCCN1CCOCC1 | -4.7
Cc1noc(C)c1NC(=O)N(C)C[C@@H]1Oc2ccc(NS(=O)(=O)c3ccc(Cl)cc3)cc2C(=O)N([C@@H](C)CO)C[C@H]1C | -0.8
COCC#Cc1ccc([C@H]2[C@@H](CO)N3C(=O)CN(C(=O)Nc4ccccc4F)C[C@@H]23)cc1 | 0.7
C[C@@H]1CN([C@@H](C)CO)C(=O)c2cc(NC(=O)Nc3ccc4c(c3)OCO4)ccc2O[C@@H]1CN(C)S(=O)(=O)c1cn(C)cn1 | -1.9
COc1ccccc1-c1cnc2c(c1)C(=O)N([C@@H](C)CO)C[C@@H](C)[C@@H](CN(C)Cc1cccnc1)O2 | -8.4
CC(C)NC(=O)Nc1ccc2c(c1)C(=O)N([C@H](C)CO)C[C@H](C)[C@H](CN(C)C(=O)Nc1cccc3ccccc13)OCCCC[C@@H](C)O2 | -0.3
CCC(=O)N1C[C@@H](C)[C@@H](OC)CN(C)C(=O)c2cc(NC(=O)c3ccccc3)ccc2OC[C@@H]1C | -0.6
COCC(=O)Nc1ccc2c(c1)[C@@H]1C[C@@H](CC(=O)NCc3ccccn3)O[C@@H](CO)[C@@H]1O2 | -1.8
C[C@H]1CN([C@@H](C)CO)C(=O)c2cc(N(C)C)ccc2O[C@@H]1CN(C)S(=O)(=O)c1cccs1 | -1.6

# As entered above.
# In TcdB inh, `CN(C)CC#Cc1ccc([C@H]2[C@H](CO)N3CCCCN(C(=O)Nc4ccc(F)cc4)C[C@@H]23)cc1` has -0.7
# In TcdB inh, `COCC(=O)Nc1ccc2c(c1)[C@@H]1C[C@@H](CC(=O)NCc3ccccn3)O[C@@H](CO)[C@@H]1O2` has -1.8

# Going on with the list:
SMILES | TcdB inh
C[C@@H]1CN([C@H](C)CO)C(=O)c2cc(C3=CCCCC3)cnc2O[C@H]1CN(C)C(=O)C1CCOCC1 | -0.8
O=C(C[C@@H]1C=C[C@H](NC(=O)Nc2ccc(C(F)(F)F)cc2)[C@@H](CO)O1)NCc1ccccn1 | -0.4
CC(C)NC(=O)N(C)C[C@H]1OCCCC[C@@H](C)Oc2ccc(NC(=O)c3ccccc3)cc2C(=O)N([C@@H](C)CO)C[C@@H]1C | -1.4
O=C(Nc1ccccc1)N[C@@H]1CC[C@@H](CCn2cc(C3(O)CCCC3)nn2)O[C@H]1CO | -1.3
COc1ccc(CNC(=O)C[C@H]2CC[C@H](NC(=O)c3cccc(F)c3)[C@@H](CO)O2)cc1 | -0.2
C[C@H](CO)N1C[C@H](C)[C@H](CN(C)C(=O)Nc2ccc(F)cc2)OCCCC[C@H](C)Oc2ccc(NC(=O)C3CCCCC3)cc2C1=O | -1.3
C[C@H](CO)N1C[C@H](C)[C@@H](CN(C)Cc2ccc(C(F)(F)F)cc2)OCCCC[C@H](C)Oc2ccc(N(C)C)cc2C1=O | -18
C[C@H](CO)N1C[C@H](C)[C@@H](CN(C)C(=O)Nc2cccc3ccccc23)Oc2ccc(N(C)C)cc2CC1=O | -15
CCC(=O)Nc1ccc2c(c1)OC[C@@H](C)N(CC1CCOCC1)C[C@H](C)[C@@H](OC)CN(C)C2=O | 0.3
C[C@@H]1CN([C@@H](C)CO)C(=O)c2cc(NC(=O)CCCN(C)C)ccc2O[C@@H](C)CCCCO[C@@H]1CN(C)S(C)(=O)=O | -0.8
Cc1ccccc1-c1ccc([C@H]2[C@H](CO)N3CCCCN(CC4CC4)C[C@@H]23)cc1 | 1.0
C[C@@H]1CN([C@H](C)CO)C(=O)c2cc(NC(=O)Nc3cccc4ccccc34)ccc2O[C@H]1CN(C)C(=O)Nc1cccc2ccccc12 | 0.4
C[C@H]1CN([C@@H](C)CO)C(=O)Cc2cc(NC(=O)Nc3cccc4ccccc34)ccc2O[C@H]1CN(C)S(=O)(=O)c1ccc(F)cc1 | 0.6
CO[C@H]1CN(C)C(=O)c2cc(NC(=O)Nc3cccc(F)c3)ccc2OC[C@@H](C)N(C)C[C@@H]1C | -0.7
OC[C@H]1[C@@H](c2ccccc2)C2(CN(CC3CC3)C2)N1Cc1nccs1 | 0.4
C[C@@H]1CN([C@H](C)CO)C(=O)c2cccc(NC(=O)Nc3ccc4c(c3)OCO4)c2O[C@H]1CN(C)S(=O)(=O)c1ccc(F)cc1 | -1.8
C[C@@H]1CCCCO[C@@H](CN(C)C(=O)Nc2cccc3ccccc23)[C@H](C)CN([C@@H](C)CO)C(=O)c2cc(NC(=O)Nc3ccc4c(c3)OCO4)ccc2O1 | 0.1
CNC(=O)C[C@H]1CC[C@H]2[C@@H](COC[C@@H](O)CN2C(=O)Nc2ccc(Cl)c(Cl)c2)O1 | -0.3
COCC(=O)N1[C@@H]2CNc3ccccc3[C@@H]2[C@@H]1CO | 0.2
CN(C)CC(=O)Nc1ccc2c(c1)[C@H]1C[C@@H](CC(=O)NC3CCCCC3)O[C@@H](CO)[C@H]1O2 | 0.4
O=C(C[C@H]1CC[C@@H](NC(=O)Nc2ccccc2)[C@H](CO)O1)NCc1cccc(F)c1 | 0.3

# Screening data (PubChem)

# Not all compounds are listed. The share of hits here may be higher or lower than overall.
